High-throughput results deposited in PubChem BioAssay by MTDP.
RNase H inhibition – RNase H inhibition, HIV 1 Gag Pol polyprotein, FRET biochemical assay, screening (AID 372) | HIV-1 RT RNase H, FRET RNA/DNA substrate fluorescence; higher % means a stronger effect | inhibition, % at 10 µM; hits with a dose series show IC50 in µM | actives 0.77% (n = 100,000); in the data active = inhibition above about 50%
* = called active by the depositor. Some of the compounds tested. The share of hits here may be higher or lower than overall.

Sample of the layout:
`O=C(C1CCN(Cc2ccccc2F)CC1)N1CCN(c2ccccc2)CC1` gave RNase H inhibition 27%.
`O=C(Nc1ccc2[nH]c(=O)[nH]c2c1)c1cccc([N+](=O)[O-])c1` gave RNase H inhibition 10%.
O=C(N/C(=C/c1ccco1)C(=O)N1CCCCC1)c1ccc([N+](=O)[O-])cc1 was read as RNase H inhibition 0%.
Screening Cc1ccc(CNc2ccc([N+](=O)[O-])cc2C)c(C)c1 returned RNase H inhibition 34%.

All compounds of this part, from the start:
`O=C(C1CCN(Cc2ccccc2F)CC1)N1CCN(c2ccccc2)CC1` gave RNase H inhibition 27%.
`O=C(Nc1ccc2[nH]c(=O)[nH]c2c1)c1cccc([N+](=O)[O-])c1` gave RNase H inhibition 10%.
O=C(N/C(=C/c1ccco1)C(=O)N1CCCCC1)c1ccc([N+](=O)[O-])cc1 was read as RNase H inhibition 0%.
Screening Cc1ccc(CNc2ccc([N+](=O)[O-])cc2C)c(C)c1 returned RNase H inhibition 34%.
Screening O=C1C(Nc2cccc(Cl)c2)=C(N2CCCCC2)C(=O)c2ccccc21 returned RNase H inhibition 5%.
Screening O=C(C1CCN(Cc2ccc(Cl)cc2)CC1)N1CCN(c2ccccc2)CC1 returned RNase H inhibition 8%.
CCCCOc1ccc(C(=O)Nc2ccc(C)cc2[N+](=O)[O-])cc1 was read as RNase H inhibition 11%.
For CCOc1ccc(C2c3cc(OC)c(OC)cc3CC(=O)N2c2ccc(OC)cc2)cc1 (stereo not drawn) the results were RNase H inhibition 17%.
For CCOC(=O)c1c[nH]c2ccc(Br)cc2c1=O the results were RNase H inhibition 2%.
`Cc1cc([N+](=O)[O-])ccc1-c1ccc(C=C2C(=O)N(C)C(=S)N(C)C2=O)o1` gave RNase H inhibition 6%.
Screening CSc1ccc(CN2CCN(Cc3ccc([N+](=O)[O-])cc3)CC2)cc1 returned RNase H inhibition 8%.
COC(=O)/C(=C\c1ccc(Cl)cc1)[N+](=O)[O-] was read as RNase H inhibition 1%.
For O=C(Nc1ccc(Cl)c(-c2nc3ccccc3o2)c1)c1cc(I)ccc1Cl the results were RNase H inhibition 11%.
For COc1cccc(CN2CCN(Cc3ccc(OC)c(OC)c3OC)CC2)c1 the results were RNase H inhibition 19%.
For O=C(Cn1cc(/C=C2\SC(=O)NC2=O)c2ccccc21)Nc1ccccc1 the results were RNase H inhibition 15%.
`CC1(C)CC(=O)C(C(/C=C/c2ccccc2)C2=C(O)CC(C)(C)CC2=O)C(=O)C1` (stereo not drawn) gave RNase H inhibition 10%.
`COc1ccc(-n2nc3cc(C)c(NC(=O)c4cccs4)cc3n2)cc1` gave RNase H inhibition 11%.
Cc1cccn2c(=O)c(/C=C3\SC(=S)N(C4CCCCC4)C3=O)c(N3CCN(C)CC3)nc12 was read as RNase H inhibition 26%.
For CC1=C(C(=O)Nc2ccc(C)c(Cl)c2)C(c2ccc(O)cc2)NC(=S)N1 (stereo not drawn) the results were RNase H inhibition 3%.
COc1ccc(C)cc1N(CC(=O)NCc1ccc(C)cc1)S(C)(=O)=O was read as RNase H inhibition 17%.
`Cc1cc(Cl)ccc1OC(=O)c1cc2ccccc2o1` gave RNase H inhibition 15%.
Screening O=C(N/N=C/c1ccc(Cl)cc1)c1ccc(O)cc1O returned RNase H inhibition 8%.
Screening O=C(NNc1c(F)c(F)c(F)c(F)c1F)C(O)(c1ccccc1)c1ccccc1 returned RNase H inhibition 15%.
For CC1CCN(C(=O)c2ccc(NC(=O)Cc3ccccc3)cc2)CC1 the results were RNase H inhibition 1%.
For Cc1cccc(CN2CCN(C(=O)c3ccc([N+](=O)[O-])cc3)CC2)c1 the results were RNase H inhibition 0%.
`Cc1cc(F)c(F)cc1C(=O)Nc1cccc(F)c1` gave RNase H inhibition 0%.
COc1ccc(C(O)(C(=O)NCCCCOc2ccccc2)c2ccc(OC)cc2)cc1 was read as RNase H inhibition 9%.
Screening CC1C(=O)C(C)C(c2ccco2)NC1c1ccco1 (stereo not drawn) returned RNase H inhibition 2%.
`Cc1c(F)cccc1NC(=O)C(Cc1c[nH]c2ccccc12)NC(=O)OCC(C)C` (stereo not drawn) gave RNase H inhibition 5%.
For Cc1cc(C)c2oc(-c3cccc(NC(=O)c4ccc(-c5cccc([N+](=O)[O-])c5)o4)c3C)nc2c1 the results were RNase H inhibition 15%.
`CC1(C)CC(=O)C/C(=N\NC(=O)c2ccc(Cl)cc2)C1` gave RNase H inhibition 0%.
For CC(=O)Nc1ccc(NC(=O)/C=C/C(=O)O)cc1Cl the results were RNase H inhibition 11%.
For CCC(C)OC(=O)/C(C#N)=C\c1ccc(-c2ccc([N+](=O)[O-])cc2)o1 (stereo not drawn) the results were RNase H inhibition 17%.
Screening COc1ccccc1NC(=O)Nc1nnc(-c2cccc([N+](=O)[O-])c2)s1 returned RNase H inhibition 11%.
Cc1[nH]c2ccccc2c1C(C[N+](=O)[O-])c1ccc(Cl)cc1Cl (stereo not drawn) was read as RNase H inhibition 10%.
`COc1ccc(OCCCN2CCOCC2)cc1` gave RNase H inhibition 4%.
CCCCC(=O)Nc1ccc(C2C(=O)c3ccccc3C2=O)cc1 was read as RNase H inhibition 9%.
For CC1=CC(C)(C)C(C#N)(C#N)C(N)=C1C#N the results were RNase H inhibition 2%.
`CCCCOC(=O)c1ccc(NC(=S)NC(NC(=O)Cc2ccccc2)C(Cl)(Cl)Cl)cc1` (stereo not drawn) gave RNase H inhibition 24%.
For O=C(Cc1ccccc1)N/N=C/c1c2ccccc2cc2ccccc12 the results were RNase H inhibition 4%.
Screening N#C/C(=C/c1ccc(C(=O)O)cc1)C(=O)Nc1cccc(Br)c1 returned RNase H inhibition 6%.
`O=C(O)CCC(=O)N(CCc1ccccc1)C1CC(=O)N(c2ccc(Cl)cc2)C1=O` (stereo not drawn) gave RNase H inhibition 1%.
Screening O=C(Cc1ccc(Cl)cc1)Nc1cccc(-c2nc3ccccc3s2)c1 returned RNase H inhibition 49%.
N#CCNC(=O)c1ccccc1Br was read as RNase H inhibition 2%.
For O=C1/C(=C/c2c(Cl)cccc2Cl)SC(=S)N1CC1CCCO1 (stereo not drawn) the results were RNase H inhibition 12%.
Screening O=C(/C=C/c1ccccc1)NC(=S)Nc1ccc2oc(-c3cccnc3)nc2c1 returned RNase H inhibition 2%.
Cc1ccc(NC(=O)c2ccccc2[N+](=O)[O-])cc1 was read as RNase H inhibition 0%.
CCOC(=O)c1c(NC(=O)Cc2ccccc2)sc(C(=O)N2CCCCC2)c1C was read as RNase H inhibition 16%.
COc1ccc(-c2csc(-n3[nH]c(C)c(C(c4ccc(Cl)cc4)C(C#N)C(N)=O)c3=O)n2)cc1 (stereo not drawn) was read as RNase H inhibition 16%.
For S=C(NCc1ccc2c(c1)OCO2)Nc1ccccc1 the results were RNase H inhibition 7%.
Screening O=C(/C=C/Nc1ccc([N+](=O)[O-])cc1)c1ccccc1 returned RNase H inhibition 3%.
For COc1ccc(C2NCCc3c2[nH]c2ccccc32)cc1OC (stereo not drawn) the results were RNase H inhibition 10%.
For COC(=O)c1cc(C(=O)NCc2ccccn2)cc([N+](=O)[O-])c1 the results were RNase H inhibition 0%.
CC1CCc2c(sc(NC(=O)/C=C/c3ccccc3)c2C(N)=O)C1 (stereo not drawn) was read as RNase H inhibition 1%.
`COc1ccccc1Cc1noc(-c2ccc(I)cc2)n1` gave RNase H inhibition 10%.
Screening CC(C)c1ccc(NC(=O)Cc2cccc3ccccc23)cc1 returned RNase H inhibition 4%.
Screening C=CCn1c(O)c(C=NCCCC)c(=O)[nH]c1=S returned RNase H inhibition 1%.
For COCC(C)NS(=O)(=O)c1c(C)cc(C)cc1C (stereo not drawn) the results were RNase H inhibition 13%.
For O=C1C2C3CCC(O3)C2C(=O)N1c1ccc(Cl)cc1 (stereo not drawn) the results were RNase H inhibition 2%.
`NS(=O)(=O)c1ccc2c(c1)C1C=CCC1C(c1ccc([N+](=O)[O-])cc1)N2` (stereo not drawn) gave RNase H inhibition 19%.
Screening COC(=O)c1ccc(COc2cc(C)cc3oc(=O)cc(-c4ccccc4)c23)cc1 returned RNase H inhibition 0%.
Cc1ccc(NS(=O)(=O)c2cc(Cl)ccc2Cl)c([N+](=O)[O-])c1 was read as RNase H inhibition 35%.
`COc1cccc(OC)c1OCCOCCOc1ccccc1OC(C)C` gave RNase H inhibition 27%.
Screening Cc1cc(C)cc(NC(=O)CCC(=O)O)c1 returned RNase H inhibition 0%.
For CCN1CCN(Cc2ccc3ccc4cccc5ccc2c3c45)CC1 the results were RNase H inhibition 13%.
`Cc1c(C#N)sc2nc(-c3ccccc3)nc(/N=C/N(C)C)c12` gave RNase H inhibition 9%.
Screening COC(=O)c1cccc(NC(=O)c2ccc[n+]([O-])c2)c1 returned RNase H inhibition 7%.
`CC(=O)c1cccc(NC(=O)CC2S/C(=N\N=C\c3cccs3)NC2=O)c1` (stereo not drawn) gave RNase H inhibition 4%.
For CC(Oc1ccc(Cl)cc1)C(=O)N/N=C/c1ccc(Cl)c([N+](=O)[O-])c1 (stereo not drawn) the results were RNase H inhibition 13%.
`Clc1cccc(-c2ccc(/C=N/Nc3nc4ccccc4s3)o2)c1` gave RNase H inhibition 4%.
`CC(C)CC1C(C#N)=C(N)OC2=C1C(=O)CC(c1ccccc1)C2` (stereo not drawn) gave RNase H inhibition 3%.
For CCOC(=O)CP(=O)(c1ccc(Cl)cc1)c1ccc(Cl)cc1 the results were RNase H inhibition 0%.
Screening O=C(Cc1cccc2ccccc12)N/N=C/c1cc(I)cc(I)c1O returned RNase H inhibition 17%.
`C=CCNC(=O)/C(=C/c1ccc(OC(C)=O)c(OC)c1)NC(C)=O` gave RNase H inhibition 0%.
Screening O=C(N/N=C/c1ccc(Br)cc1)c1cc(=O)[nH]c2ccccc12 returned RNase H inhibition 0%.
For O=C(CN(c1ccccc1F)S(=O)(=O)c1ccccc1)Nc1ccc(Cl)c(C(F)(F)F)c1 the results were RNase H inhibition 13%.
O=C1C(Cl)=C(N2CCOCC2)C(=O)N1c1cccc(C(F)(F)F)c1 was read as RNase H inhibition 0%.
For O=C(Nc1nc(-c2ccc(Cl)cc2)cs1)c1cccs1 the results were RNase H inhibition 0%.
`COc1cc(OC)cc(C(=O)N2CCN(Cc3ccc([N+](=O)[O-])cc3)CC2)c1` gave RNase H inhibition 26%.
Screening CC(=O)c1cccc(Nc2nc(-c3ccccn3)cs2)c1 returned RNase H inhibition 7%.
For N#Cc1sc2nc(C3CC3)cc(-c3ccc(F)cc3)c2c1N the results were RNase H inhibition 12%.
`COC(=O)c1c(-c2cc(C)ccc2C)csc1N` gave RNase H inhibition 15%.
O=C(CN1C(=O)C2CC/C(=N/O)CC2C1=O)N1CCCC1 (stereo not drawn) was read as RNase H inhibition 0%.
For CC(C)(C)c1cc(C(=O)N=Nc2c(O)[nH]c(=O)[nH]c2=O)n[nH]1 the results were RNase H inhibition 1%.
Screening O=C(O)c1cc2nc(-c3ccccc3)cc(-c3ccccc3)n2n1 returned RNase H inhibition 4%.
`O=[N+]([O-])c1ccc(CN2CCN(c3ccc([N+](=O)[O-])cc3)CC2)cc1` gave RNase H inhibition 11%.
Screening O=C(O)c1cccc(NC(=O)c2cccc(S(=O)(=O)Nc3ccc(Cl)cc3)c2)c1 returned RNase H inhibition 7%.
Screening Cc1ccc2occ(C(=O)c3ccccc3C)c(=O)c2c1 returned RNase H inhibition 14%.
COC(=O)CNC(=O)c1cccc([N+](=O)[O-])c1C was read as RNase H inhibition 0%.
Screening O=C1CN2C(=Nc3ccc(Br)cc3C2c2ccccc2)CCN1 (stereo not drawn) returned RNase H inhibition 0%.
Cc1ccc(C(=O)c2ccc(Br)c([N+](=O)[O-])c2)cc1 was read as RNase H inhibition 0%.
Screening Fc1ccccc1COc1ccc(/C=N/n2cnnc2)cc1 returned RNase H inhibition 17%.
For Cc1cccc(-c2cc(C(=O)N3CCCC3)c3ccccc3n2)c1 the results were RNase H inhibition 6%.
Screening O=[N+]([O-])c1ccc(OC/C=C2\Oc3c(Cl)cc(Cl)cc3C2N2CCOCC2)cc1 (stereo not drawn) returned RNase H inhibition 39%.
For CC(C)c1ccc(/C=N/NC(=O)C(=O)N2CCCC2)cc1 the results were RNase H inhibition 2%.
Screening COc1cc(C=Nn2c(-c3ccccc3)n[nH]c2=S)cc(OC)c1OC(C)=O returned RNase H inhibition 4%.

Brought forward from above: 5 compounds; new compounds follow.
Screening Fc1ccccc1COc1ccc(/C=N/n2cnnc2)cc1 returned RNase H inhibition 17%.
For Cc1cccc(-c2cc(C(=O)N3CCCC3)c3ccccc3n2)c1 the results were RNase H inhibition 6%.
Screening O=[N+]([O-])c1ccc(OC/C=C2\Oc3c(Cl)cc(Cl)cc3C2N2CCOCC2)cc1 (stereo not drawn) returned RNase H inhibition 39%.
For CC(C)c1ccc(/C=N/NC(=O)C(=O)N2CCCC2)cc1 the results were RNase H inhibition 2%.
Screening COc1cc(C=Nn2c(-c3ccccc3)n[nH]c2=S)cc(OC)c1OC(C)=O returned RNase H inhibition 4%.
For CCOC(=O)CSc1cc(C)nc2ccc(C)cc12 the results were RNase H inhibition 0%.
`CC(=O)C1=C(O)C(=O)N(CC2CCCO2)C1c1ccc(F)cc1` (stereo not drawn) gave RNase H inhibition 7%.
CSc1nnc(-c2ccc(Cl)cc2Cl)o1 was read as RNase H inhibition 15%.
Screening COc1ccc(C(=O)N/N=C/c2ccccc2C)cc1 returned RNase H inhibition 2%.
`Cc1ccc2nc(NC(=O)C3CCCO3)sc2c1` (stereo not drawn) gave RNase H inhibition 22%.

An excerpt from above in order of number of heavy atoms, lowest first.
For CCOC(=O)c1c[nH]c2ccc(Br)cc2c1=O the results were RNase H inhibition 2%.
Screening COc1ccc(C(=O)N/N=C/c2ccccc2C)cc1 returned RNase H inhibition 2%.
Screening O=C(Cc1cccc2ccccc12)N/N=C/c1cc(I)cc(I)c1O returned RNase H inhibition 17%.
For CCOc1ccc(C2c3cc(OC)c(OC)cc3CC(=O)N2c2ccc(OC)cc2)cc1 (stereo not drawn) the results were RNase H inhibition 17%.
For Cc1cc(C)c2oc(-c3cccc(NC(=O)c4ccc(-c5cccc([N+](=O)[O-])c5)o4)c3C)nc2c1 the results were RNase H inhibition 15%.
